MRP resist rev: MRP-mediated drug resistance reversal; H69AR cells + 2 uM doxorubicin, CellTiter-Glo, 72 h; differential viability (reversal), % at 10 µM; 0.04% of 85,000 active;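 active = viability drop by adding the cancer drug above about 55%, with treated viability meeting a 40% cutoff, limit read from the data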;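 note: viability without doxorubicin minus viability with 2 µM doxorubicin for each compound; larger differential means the compound sensitizes cells more to doxorubicin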
PLAP inhibitors HTS: PLAP enzyme inhibitors, biochemical, luminescence, HTS (AID 690) | purified PLAP, luminescent substrate; higher % means a stronger effect | inhibition, % at 20 µM, or IC50 in µM where a hit was titrated | 0.08% of 96,000 active; in the data active = a potency from the dose series; inactive = the rest, 99 in 100 with inhibition below about 30%; note: strong numbers were not always called active
IL1B NFkB inh: blocks IL-1B driven NFkB nuclear translocation in HUVEC cells; HUVEC IL-1B NFkB p65 nuclear translocation imaging; AID 796; inhibition, % at 2 µM; 0.43% of 94,000 active;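 active = inhibition above about 30% together with a positive call from visual inspection of the well image, limit read from the data; inconclusive = inhibition above a set limit but visual check negative; inactive = inhibition not above a set limit, visual check negative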;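 note: nuclear over cytoplasmic p65 intensity ratio measured by imaging; 0% = IL-1B stimulated DMSO wells and 100% = unstimulated DMSO wells; values of inactives mirror those of a sister screen read the other way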
Bcl-B displacement: displacers of TR3 peptide from Bcl-B, primary screen, selectivity assay for Bfl-1 inhibitor project, biochemical, fluorescence polarization; FP displacement of FITC-TR3 peptide from Bcl-B; higher % means a stronger effect; displacement, % at 20 µM; hits with a dose series show IC50 in µM; 0.11% of 96,000 active; AID 748;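 active = displacement above 50% at 20 µM plus a fluorescence interference ratio under 1.5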;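 note: plate controls were wells without compound for no effect and wells lacking Bcl-B protein for full effect; a part of the inactive calls stands beside numbers as strong as those of hits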
NFkB transloc pot: enhances IL-1B driven NFkB nuclear translocation. activation, % at 2 µM. 0.3% of 94,000 active. HUVEC IL-1B NFkB p65 nuclear translocation imaging;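 active = activation above 40%, about the mean plus 3 SD, also judged a hit on visual image review; inconclusive = activation above 40% but not a hit on visual review; inactive = activation not above 40% and no visual hit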;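 note: percent activation is computed from the nuclear over cytoplasmic p65 intensity ratio; values of inactives mirror those of a sister screen read the other way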
MRP resist rev cytotoxicity: further read-out of MRP resist rev, marked with its call; viability, %; H69AR cells, CellTiter-Glo, 72 h; measured here: cytotoxicity without doxorubicin
MRP resist rev with doxorubicin: recorded beside MRP resist rev, whose call it bears; viability, %; measured here: viability with 2 uM doxorubicin; stronger effect = lower value
IL1B NFkB inh cell count 2 µM: also measured in IL1B NFkB inh; calls as there; cell count; measured here: cells passing quality filter;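 raw number of nuclei counted in each imaged well without normalization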
NFkB transloc pot cell count 2 µM: recorded beside NFkB transloc pot, whose call it bears; cell count; measured here: cells passing quality filter
Numbers without * were called inactive; ? = inconclusive; . = not tested or not shown. An excerpt, so the mix of outcomes need not match the whole.

SMILES | MRP resist rev | MRP resist rev cytotoxicity | MRP resist rev with doxorubicin | PLAP inhibitors HTS | IL1B NFkB inh | IL1B NFkB inh cell count 2 µM | Bcl-B displacement | NFkB transloc pot | NFkB transloc pot cell count 2 µM
Cc1ccc(C(=O)N/C(=C\c2ccco2)C(=O)NCC2CCCO2)cc1C (stereo not given) | . | . | . | -20% | 4 | 146 | -7% | -4 | 146
CCC(c1nnnn1C(C)(C)CC)N(CCCN1CCOCC1)Cc1cc2cccc(C)c2[nH]c1=O (stereo not given) | 16 | 99 | 83 | -75% | -10 | 163 | 4% | 10 | 163
O=c1c2ccccc2nc(/C=C/c2cccc([N+](=O)[O-])c2)n1CCCO | . | . | . | . | -2 | 128 | . | 1 | 128
COc1ccccc1-n1c(CNc2c(C)cccc2C)nnc1SCC(=O)N1CCOCC1 | 4 | 77 | 73 | -72% | 10 | 147 | 18% | -10 | 147
OC(CN1CCN(c2cccc(C(F)(F)F)c2)CC1)c1c[nH]c2ccccc12 (stereo not given) | -17 | 3 | 19 | -13% | -17 | 176 | -1% | 17 | 176
CCN1C(=O)CC(N2CCC(Nc3ccc(F)cc3)CC2)C1=O (stereo not given) | 1 | 90 | 88 | -21% | 4 | 119 | 1% | -4 | 119
O=c1c(-c2nnc(SCc3ccc(Cl)c(Cl)c3)o2)cccn1Cc1ccccc1 | . | . | . | 28% | -5 | 153 | -2% | 5 | 153
COC(=O)Oc1ccc(/C=N/NC(=O)CN(c2ccccc2Cl)S(C)(=O)=O)cc1OC | . | . | . | -49% | 0 | 138 | -5% | 0 | 138
Cc1ccc2cc(CN(Cc3ccco3)C(=O)C3CCCCC3)c(=O)[nH]c2c1C | 3 | 100 | 97 | 4% | 0 | 200 | -8% | 0 | 200
COc1ccc(C(=O)N(CCCO)Cc2cc3c(C)ccc(C)c3[nH]c2=O)cc1OC | -6 | 98 | 104 | -38% | -7 | 150 | -4% | 7 | 150
Cc1cc2ccccc2n1CCNC(=O)c1ccc(S(=O)(=O)N2CCCCC2)cc1 | -5 | 63 | 68 | -47% | 8 | 189 | 8% | -8 | 189
O=c1c2ccccc2nc(-c2cccc(Cl)c2)n1O | -39 | 23 | 62 | 4% | 14 | 176 | -3% | -14 | 176
CCOC(=O)C1CCN(C(=O)/C=C/c2ccc(OC)cc2)CC1 | 3 | 101 | 97 | -20% | 1 | 173 | -3% | -1 | 173
CCOc1ccc(NC(=O)c2ccccc2NS(C)(=O)=O)cc1 | 4 | 94 | 90 | 3% | -10 | 188 | -6% | 10 | 188
CC1=CCC2C(=O)N(C(C)c3ccccc3)C(=O)C2C1 (stereo not given) | 19 | 102 | 82 | -22% | -8 | 214 | 40% | 8 | 214
CN1/C(=C\C(=O)COC(=O)CN2C(=O)C3CC=CCC3C2=O)C(C)(C)c2ccccc21 (stereo not given) | 8 | 92 | 84 | -53% | -23 | 97 | -4% | 23 | 97
O=C(CCCSc1nc2ccccc2[nH]1)N1CCN(c2ccc([N+](=O)[O-])cc2)CC1 | . | . | . | 25% | 13 | 194 | -1% | -13 | 194
Cc1ccc(C(=O)CSc2nc(C)cc(SCc3nnc(-c4ccccc4)o3)n2)cc1 | -2 | 64 | 66 | -5% | -5 | 126 | -12% | 5 | 126
CCC(C)(C)NC(=O)Cc1ccc(C)cc1 | -2 | 83 | 86 | -18% | -5 | 205 | -6% | 5 | 205
Cc1ccc(NC(=S)NC(NC(=O)C(C)(C)C)C(Cl)(Cl)Cl)c(C)c1 (stereo not given) | . | . | . | -28% | 6 | 106 | 4% | -6 | 106
COC(=O)c1c(NC(=O)CN2CCC(C)CC2)c2c(C)cccc2n1C | 14 | 90 | 76 | -54% | 10 | 107 | 7% | -10 | 107
Nc1cccc(S(=O)(=O)NC2=NCCC2)c1 | . | . | . | -2% | 9 | 181 | -3% | -9 | 181
CCOc1ccc(CC(=O)OCN2C(=O)c3ccccc3C2=O)cc1 | 6 | 88 | 82 | -1% | -4 | 177 | -1% | 4 | 177
O=C(C1CC1c1ccccc1)N1CCOCC1 (stereo not given) | -8 | 94 | 101 | 17% | . | . | -2% | . | .
CC(Sc1nc(-c2ccccc2)nc2c1COC(C)(C)C2)C(=O)N1CCOCC1 (stereo not given) | -32 | 47 | 79 | -51% | -15 | 140 | 8% | 15 | 140
CCC(=O)c1ccc(N2CCN(C(=O)Cc3ccccc3)CC2)c(F)c1 | -18 | 67 | 85 | -69% | 2 | 131 | 1% | -2 | 131
Cc1cc(C(=O)NCCCN2CCCC2=O)cs1 | -3 | 95 | 98 | -4% | -5 | 166 | 0% | 5 | 166
O=S(=O)(c1cccc(-c2cn3cccnc3n2)c1)N1CCOCC1 | 15 | 94 | 79 | -15% | . | . | 6% | . | .
O=[N+]([O-])c1ccc(NCCCN2CCOCC2)c(Cl)c1 | . | . | . | 7% | 1 | 117 | -1% | -1 | 117
Cc1ccc(-n2c(SCC(=O)N3CCCC3)nc3c(c2=O)SCC3)cc1 | 20 | 96 | 76 | 14% | . | . | 1% | . | .

Some values from the results shown:
Result of Cc1ccc(-n2c(SCC(=O)N3CCCC3)nc3c(c2=O)SCC3)cc1 under Bcl-B displacement: 1%
Result of CCOc1ccc(CC(=O)OCN2C(=O)c3ccccc3C2=O)cc1 under MRP resist rev cytotoxicity: 88
Result of CC(Sc1nc(-c2ccccc2)nc2c1COC(C)(C)C2)C(=O)N1CCOCC1 (stereo not given) under Bcl-B displacement: 8%
Result of COC(=O)c1c(NC(=O)CN2CCC(C)CC2)c2c(C)cccc2n1C under IL1B NFkB inh cell count 2 µM: 107

Another view of part of the listing above.
molecule	MRP resist rev	MRP resist rev cytotoxicity	MRP resist rev with doxorubicin	PLAP inhibitors HTS	IL1B NFkB inh	IL1B NFkB inh cell count 2 µM	Bcl-B displacement	NFkB transloc pot	NFkB transloc pot cell count 2 µM
Cc1cc(C(=O)NCCCN2CCCC2=O)cs1	-3	95	98	-4%	-5	166	0%	5	166
O=S(=O)(c1cccc(-c2cn3cccnc3n2)c1)N1CCOCC1	15	94	79	-15%	.	.	6%	.	.

Next entries follow.
SMILES | MRP resist rev | MRP resist rev cytotoxicity | MRP resist rev with doxorubicin | PLAP inhibitors HTS | IL1B NFkB inh | IL1B NFkB inh cell count 2 µM | Bcl-B displacement | NFkB transloc pot | NFkB transloc pot cell count 2 µM
CCN(Cc1ccccc1)S(=O)(=O)c1ccc(C(=O)Nc2nnc(C3CC3)o2)cc1 | -17 | 32 | 48 | -48% | 10 | 163 | -2% | -10 | 163
O=C(Nc1ccc2c(c1)OCO2)C1CCN(Cc2cnn(-c3ccccc3)c2-n2cccc2)CC1 | 5 | 92 | 87 | -192% | -12 | 160 | -1% | 12 | 160
CC1(C)CC(=O)C2=C(C1)OC(N)=C(C#N)C21CCC2(CC1)OCCO2 | 12 | 100 | 88 | -2% | 1 | 83 | -5% | -1 | 83
O=C(CCCOc1ccccc1)NCC1CCCO1 (stereo not given) | 1 | 104 | 102 | -7% | -1 | 92 | 3% | 1 | 92
Cc1ccc([N+](=O)[O-])cc1-c1ccc2cccc(C)c2n1 | . | . | . | 1% | 8 | 146 | 0% | -8 | 146
Cc1nc(=O)c(-c2ccccc2)c(C)n1CCCO | . | . | . | -1% | -9 | 191 | 9% | 9 | 191
Nc1nc(N2CCCCC2)nc(N2CCCCC2)n1 | 5 | 98 | 93 | -28% | 0 | 179 | -2% | 0 | 179
CCCCOc1ccc(C2CC(=O)NC2=O)cc1 (stereo not given) | 7 | 100 | 93 | -43% | -10 | 137 | -7% | 10 | 137
CCCCC(CCC(=O)Nc1ccccc1C(=O)OCC)C(=O)O (stereo not given) | 9 | 99 | 90 | -26% | -9 | 89 | 2% | 11 | 89
CN1CCN(c2ncnc3c2sc2nc(N4CCOCC4)c4c(c23)CCC4)CC1 | -8 | 97 | 104 | . | -6 | 165 | . | 6 | 165
Nc1nc(C23CC4CC(CC(C4)C2)C3)cs1 | -3 | 93 | 97 | 30% | 10 | 30 | 21% | -10 | 30
Cc1ccc(S(=O)(=O)N(CC(=O)N2CCCC2)C2CCCCC2)cc1 | 5 | 87 | 83 | . | -15 | 114 | . | 15 | 114
Cc1ccc(CN(C(=O)c2csnn2)C(C(=O)NC2CCCC2)c2ccc(C)o2)cc1 (stereo not given) | -13 | 53 | 66 | . | -1 | 170 | . | 1 | 170
CCCCN(CC)C(=O)/C=C/c1cccc([N+](=O)[O-])c1 | . | . | . | 8% | 2 | 115 | 5% | -2 | 115
Clc1ccc(N2COC3c4cccc5cccc(c45)C32)cc1 (stereo not given) | -2 | 82 | 84 | . | 5 | 160 | . | -5 | 160
O=C(CSc1nc(-c2ccccc2)c(-c2ccccc2)o1)N1CCOCC1 | . | . | . | -22% | 8 | 206 | 10% | -8 | 206
O=C(NCCCn1ccnc1)c1ccco1 | 4 | 104 | 99 | 17% | 3 | 101 | -7% | -3 | 101
COC(=O)C(Cc1cnc(Cl)s1)(C(=O)OC)c1ccc([N+](=O)[O-])cc1 | 8 | 67 | 59 | -8% | 2 | 94 | 5% | -2 | 94
Cc1cccc(NC2=NCC(=O)N2Cc2ccccc2)c1 | 10 | 103 | 93 | 5% | -20 | 163 | 0% | 20 | 163
CCc1[nH]nc2c1C1(CCN(C(=O)c3ccccc3)CC1)C(C#N)=C(N)O2 | 0 | 92 | 92 | -48% | -6 | 159 | -1% | 6 | 159
CCCCCOC(=O)CSc1nc2c(c(=O)[nH]c(=O)n2C)n1CCc1ccccc1 | 45 | 96 | 51 | 28% | 4 | 123 | -6% | -4 | 123
O=C(NCc1ccccc1)C1C(=O)N(Cc2ccccc2)C(=O)C1C1(O)CCCC1 (stereo not given) | 19 | 109 | 89 | 3% | . | . | 2% | . | .
O=C(O)C1C2CCC(C2)C1C(=O)NCCCn1ccnc1 (stereo not given) | . | . | . | -4% | . | . | 3% | . | .
CNC(=O)CSc1nnc(-c2ccc(S(=O)(=O)N3CCCC3)cc2)n1-c1cccc(C)c1C | 14 | 67 | 53 | -62% | -11 | 160 | -5% | 11 | 160
CCc1cccc(NC(=O)CS(=O)Cc2nc(-c3ccc(C)cc3)oc2C)c1 (stereo not given) | 3 | 98 | 94 | -70% | 2 | 172 | -12% | -2 | 172
COC(=O)c1ccc(N=C2S/C(=C\c3cc(C)n(-c4cccnc4)c3C)C(=O)N2C)cc1 | . | . | . | 3% | ? | . | -36% | -74 | 116
O=C(CSCc1ccc(Cl)cc1)N1CCCCC1 | 3 | 94 | 91 | -2% | -26 | 196 | -2% | 26 | 196
COC(=O)COc1ccc(NC(=O)C2CCCO2)cc1 (stereo not given) | 5 | 104 | 100 | -4% | 4 | 75 | 4% | -4 | 75
CCN(CC)CCN1C(=O)C(=O)/C(=C(/O)c2ccc(OC)c(OC)c2)C1c1ccccn1 (stereo not given) | -4 | 92 | 96 | -49% | 9 | 82 | -1% | -9 | 82
COc1ccc(Cn2cnc3sccc3c2=O)cc1 | . | . | . | -2% | 2 | 177 | -6% | -2 | 177
O=C(Nc1ccc(N2CCN(C(=O)c3ccco3)CC2)cc1)c1ccccc1F | -23 | 58 | 81 | -11% | -6 | 162 | 5% | 6 | 162
Cc1nc(-c2cccc(S(=O)(=O)N3CC(C)OC(C)C3)c2)cs1 (stereo not given) | 5 | 91 | 86 | -67% | -5 | 143 | 0% | 5 | 143
Cc1cc2c(ccc3c2no[n+]3[O-])nn1 | -18 | 37 | 54 | -1% | -2 | 126 | 13% | 2 | 126
Cc1cccc(CCNS(=O)(=O)c2ccc3c(c2)oc(=O)n3C)c1 | -7 | 95 | 102 | 14% | 8 | 114 | -5% | -9 | 114
Cn1nnc2cc(C(=O)NC3CC3)ccc21 | 3 | 108 | 105 | -21% | -12 | 57 | -8% | 12 | 57
CCN1C(c2ccc(F)cc2)=CS/C1=C(\C#N)c1nnc2n1-c1ccccc1SC2 | -2 | 70 | 72 | 17% | -18 | 186 | 11% | 18 | 186
CCOC(=O)c1ccc(NCc2nc3ccccc3n2C)cc1 | 20 | 96 | 76 | -1% | 9 | 152 | 6% | -9 | 152

Source: PubChem BioAssay
